Screening data (PubChem BioAssay)
Myeloid diff 2 – myeloid differentiation induction; calls only at 10 µM; AID 624256; ER-HoxA9 myeloid progenitors, lysozyme-GFP differentiation, flow cytometry; 1% of 360,000 active;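 active = normalized GFP-positive differentiation at or above the plate's own cutoff, the solvent-only control mean plus 3 SD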;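 also: cells exposed to compound for four days before flow analysis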
Myeloid diff 2 GFP+ MAC1+ % – further read-out of Myeloid diff 2, marked with its call; GFP+ MAC1+ double positive, %; measured here: differentiation confirmed by MAC1 staining
Numbers without * were called inactive; i = inactive; + = active, no number; ! = not confirmed by another sample.

SMILES	Myeloid diff 2	Myeloid diff 2 GFP+ MAC1+ %
CCN(C[C@H]1N[C@@](C)(C(=O)OC)[C@H]2C(=O)N(C)C(=O)[C@@H]12)S(=O)(=O)c1ccccc1	i	1.6
COc1ccccc1C(=O)N1CCN(C(=O)[C@H]2O[C@@H](n3cnc4c(N)ncnc43)[C@H](O)[C@@H]2O)CC1	i	1.7
COc1ccc(C=C2OC(=O)C(C(C)=O)=C2O)cc1	i	0.6
CN(C)C(=O)CCc1ccc2c3c([nH]c2c1)[C@]1(C)[C@@H](C(=O)N2CCOCC2)C[C@H](CC(=O)NC(C)(C)C)C(=O)N1CC3	i	0.9
CC(C)NC(=O)c1ccc2sc([C@@H]3O[C@H](CO)[C@H](O)[C@H](O)[C@H]3O)nc2c1	i	1.1
C=CC(=O)Nc1cccc(N(C)c2ccnc(Nc3ccc(N4CCN(C)CC4)cc3)n2)c1	i	1.8
O=C(/C=C/[C@H]1O[C@@H](n2ccc(=O)[nH]c2=O)[C@H](O)[C@@H]1O)NCc1cccc2ccccc12	+	5.9*
CCCCNC(=O)c1nc(C2CCNCC2)oc1-c1ccccc1	i	1.2
Cc1onc(-c2c(F)cccc2Cl)c1C(=O)Nc1cc(S(=O)(=O)N2CCCCC2)ccc1O	i	0.8
O=C(CCCOC(=O)c1ccc(O)cc1O)c1ccc(Br)cc1	i	1.2
Cc1ccc(S(=O)(=O)N2CCOCC2)cc1NC(=O)COC(=O)c1cncc(Br)c1	i	0.5
Cn1c(=O)c2cc(NC(=S)NC3CC3)ccc2n1Cc1cccc(C(F)(F)F)c1	i	1.9
O=[N+]([O-])c1nccn1CCCCCCN1CCOCC1	i	1.6
O=C(COC(=O)/C=C/c1cccc([N+](=O)[O-])c1)Nc1cccnc1Cl	i	0.9
CN(c1ccccc1)S(=O)(=O)c1ccc(Cl)c(C(=O)Nc2ccccc2N2CCOCC2)c1	i	0.6
CN(Cc1ccccc1)C(c1ccnc2ccccc12)c1nnnn1-c1ccc2c(c1)OCCO2 (stereo not given)	i	1.0
COc1ccc(C(=O)N2CCCC(c3cc(C(=O)Nc4ccccc4)no3)C2)cc1 (stereo not given)	i	1.0
CC(C)S(=O)(=O)NC(=O)C1(C)CCN1C(=O)Cc1ccccc1Cl (stereo not given)	i	0.4
CC(C)NC(=O)N(C)C[C@H]1Oc2ccc(NS(=O)(=O)c3ccc(Cl)cc3)cc2CC(=O)N([C@@H](C)CO)C[C@@H]1C	i	0.3
COc1ccc(NC(=O)c2cc(-c3cc(F)ccc3OC(C)C)n[nH]2)cc1OC	i	1.0

As a working copy, part of the list above:
SMILES	Myeloid diff 2	Myeloid diff 2 GFP+ MAC1+ %
CCN(C[C@H]1N[C@@](C)(C(=O)OC)[C@H]2C(=O)N(C)C(=O)[C@@H]12)S(=O)(=O)c1ccccc1	i	1.6
COc1ccccc1C(=O)N1CCN(C(=O)[C@H]2O[C@@H](n3cnc4c(N)ncnc43)[C@H](O)[C@@H]2O)CC1	i	1.7
COc1ccc(C=C2OC(=O)C(C(C)=O)=C2O)cc1	i	0.6
CN(C)C(=O)CCc1ccc2c3c([nH]c2c1)[C@]1(C)[C@@H](C(=O)N2CCOCC2)C[C@H](CC(=O)NC(C)(C)C)C(=O)N1CC3	i	0.9
CC(C)NC(=O)c1ccc2sc([C@@H]3O[C@H](CO)[C@H](O)[C@H](O)[C@H]3O)nc2c1	i	1.1
C=CC(=O)Nc1cccc(N(C)c2ccnc(Nc3ccc(N4CCN(C)CC4)cc3)n2)c1	i	1.8
O=C(/C=C/[C@H]1O[C@@H](n2ccc(=O)[nH]c2=O)[C@H](O)[C@@H]1O)NCc1cccc2ccccc12	+	5.9*
CCCCNC(=O)c1nc(C2CCNCC2)oc1-c1ccccc1	i	1.2
Cc1onc(-c2c(F)cccc2Cl)c1C(=O)Nc1cc(S(=O)(=O)N2CCCCC2)ccc1O	i	0.8
O=C(CCCOC(=O)c1ccc(O)cc1O)c1ccc(Br)cc1	i	1.2
Cc1ccc(S(=O)(=O)N2CCOCC2)cc1NC(=O)COC(=O)c1cncc(Br)c1	i	0.5
Cn1c(=O)c2cc(NC(=S)NC3CC3)ccc2n1Cc1cccc(C(F)(F)F)c1	i	1.9
O=[N+]([O-])c1nccn1CCCCCCN1CCOCC1	i	1.6

Additional results.
SMILES	Myeloid diff 2	Myeloid diff 2 GFP+ MAC1+ %
O=C(C1CC(=O)N(C2CCCC2)C1)N1CCN(c2cccc(C(F)(F)F)c2)CC1 (stereo not given)	i	0.6
CCOC(=O)C1(C(=O)OCC)NC(=O)CC1C(C)C (stereo not given)	i	0.6
Cc1ccccc1-c1csc(C(O)c2ccccc2)n1 (stereo not given)	i	2.0
O=S(=O)(NCC[C@@H]1CC[C@H](NS(=O)(=O)c2cccc(F)c2)[C@@H](CO)O1)c1cccc(F)c1	i	1.3
COc1ccc(C(C)=O)cc1COC(=O)[C@H](Cc1ccccc1)NC(=O)c1ccco1	i	1.4
CN(C)c1ccc(C(=O)N2CCC2(C)C(=O)O)cc1 (stereo not given)	i	1.1
CCC(C)Sc1cccc(-c2nc3cc(C)ccn3c2NC2CCCCC2)c1 (stereo not given)	+!	7.1*!
Cc1cc(C2C(=O)NC(=O)C2=O)c(C)cc1Br (stereo not given)	i	0.6
CC(C)C(C(=O)NCc1ccccc1)N1CCN(C(=O)C2CCCO2)CC1 (stereo not given)	i	0.9
C[C@H](CO)N1C[C@H](C)[C@@H](CN(C)S(=O)(=O)c2ccccc2C#N)OCc2cn(nn2)CCCC1=O	i	0.7
CCN(CC)C(=O)C1=C(C)N(Cc2ccccc2)C(=O)C(CC(=O)NCc2ccco2)C1 (stereo not given)	i	2.3
O=C(OCc1cn([C@H]2C[C@H](c3ccc(Cl)cc3)N(C(=O)c3cccs3)C[C@@H]2O)nn1)c1ccccc1	i	1.0
C=CCC(=O)N1CCC(n2nccc2NC(=O)c2ccc3c(c2)OCO3)CC1	i	0.4
CCc1cccc(C)c1NC(=O)COC(=O)CCn1c(C)csc1=O	i	0.3
COc1cc(C2C(c3ccccc3)C(c3cc(OC)cc(=O)o3)C2c2ccccc2)oc(=O)c1 (stereo not given)	i	1.1
COc1ccc(S(=O)(=O)N(C)C[C@H]2OCc3cnnn3CCCC(=O)N([C@H](C)CO)C[C@H]2C)cc1	i	0.8
Nc1c(N(CCC2=CCCCC2)C(=O)COc2ccc([N+](=O)[O-])cc2)c(=O)[nH]c(=O)n1Cc1ccccc1	i	1.4
O=C(NC1CCCCC1)C(c1ccncc1)n1c(=O)c(-c2ccccc2)nc2ccccc21 (stereo not given)	i	2.0
O=C(NC(=S)Nc1ccccc1OC(F)F)c1ccc2c(c1)OCO2	i	0.2
Cc1nc(NC(=O)COC(=O)CCc2ccccc2)c(Cl)cc1Cl	i	0.3
C[C@H](CO)N1C[C@H](C)[C@H](CN(C)Cc2cncnc2)Oc2ncc(C#CC3(O)CCCC3)cc2C1=O	i	1.0
OC[C@H]1O[C@H](c2nc(-c3nc(-c4cccc(-n5cccc5)c4)no3)cs2)C[C@@H]1O	i	0.9
CCN1CCN(c2nc3c(c(=O)[nH]c(=O)n3C)n2Cc2cccc(C)c2)CC1	i	0.6
Cc1csc(=O)n1CC(=O)Nc1ccc(S(C)(=O)=O)cc1	i	0.3
CO[C@H]1CN(C)C(=O)c2ccc(NC(=O)NC(C)C)cc2OC[C@H](C)NC[C@H]1C	i	3.6
CN(c1ccc(OCC(=O)OCC(=O)Nc2ccc([N+](=O)[O-])cc2)cc1)S(=O)(=O)c1cccs1	i	0.8
O=C(COC(=O)COc1ccccc1F)Nc1cccc(S(=O)(=O)N2CCCCC2)c1	i	0.7
CN(C)c1ccc(CNC(=O)/C=C/[C@H]2O[C@@H](n3ccc(=O)[nH]c3=O)[C@H](O)[C@@H]2O)cc1	i	1.5
Cc1ccc(-c2noc(CCC(=O)Nc3cccc(C(=O)NC4CC4)c3)n2)cc1	i	0.5
Cc1ccc(-c2nc3ccccc3n2C(C)C(=O)NC(C)(C)C)cc1 (stereo not given)	i	4.0
Cc1ccc(N=Cc2ccccc2O)cc1Cl	i	0.9
COc1ccc(C(NC(=O)C2CCN(CCOc3ccc(Cl)cc3)CC2)c2cccs2)cc1 (stereo not given)	i	0.4
CC1(C(=O)NS(=O)(=O)Cc2cccc(Cl)c2)CCN1C(=O)C1(c2ccc(Cl)cc2)CCC1 (stereo not given)	i	0.3
CCOC(=O)C1=CN(CC)CCC1=O	i	0.6
Cc1cccc(S(=O)(=O)NC(=O)C2(C)CCN2C(=O)Cc2cc(F)ccc2F)c1 (stereo not given)	i	0.7
Cc1ccccc1Nc1nc(N)nc(C)c1Br	i	1.2
CSCCC(C(=O)NC1CCCC1)n1c(C2CCCC2)nc2ccccc21 (stereo not given)	i	1.4
O=C(NCC1CCCCC1)c1cc(S(=O)(=O)N2CCOCC2)ccc1F	i	1.6
COC1=CC(=O)OC(c2ccc(C(F)(F)F)cc2)C1 (stereo not given)	i	1.9
O=C(Cc1ccc(Cl)cc1)OCC(=O)N1CCCCCC1	i	1.0
CC(=O)Nc1ccc(S(=O)(=O)Nc2nnc(C)s2)cc1	i	0.6
O=C(NC1CCCCC1)C(c1cccc2ccccc12)n1c(=O)c(-c2cc3ccccc3[nH]2)nc2ccccc21 (stereo not given)	i	2.3
O=C(COC(=O)Cn1cnc2ccccc2c1=O)Nc1ccccc1OC(F)F	i	0.7
CCc1cc2c(SCC(=O)NC3CC3)ncnc2s1	i	1.0
CC(=O)OCC(C)n1[nH]c2ccccc2c1=O (stereo not given)	i	1.4
COc1cccc(C(=O)OCC(=O)c2ccc(S(=O)(=O)N3CCCCC3)cc2)c1OC	i	1.0
COc1ccccc1-c1cnc(C(O)c2cc(C)ccc2C)[nH]1 (stereo not given)	i	0.3
CC(C)CNC(=O)/C=C/C=C/c1ccc2c(c1)OCO2	i	1.7
O=C(NCc1ccc(F)cc1)Nc1nnc([C@@H]2C[C@H](O)[C@@H](CO)O2)s1	i	1.2
CC(C)CC(N)c1csc(NC(=O)Nc2ccccc2-c2ccccc2)n1 (stereo not given)	i	0.7
CC(=O)NC(c1cccc(F)c1)c1nc(-c2ccc3ccccc3c2)cs1 (stereo not given)	i	0.1
CC1(C(=O)NS(=O)(=O)c2ccc(Cl)cc2)CCN1C(=O)Cc1ccccc1Cl (stereo not given)	i	1.5
COc1cc(C(=O)OCCNC(=O)c2cccnc2)cc(OC)c1OC	i	1.1
O=C1CCN(Cl)C(=O)N1Cl	i	1.5
OC(c1ccccc1)c1ncc(-c2ccccc2F)[nH]1 (stereo not given)	i	0.4
O=C(NCCN1CCC(n2c(=O)[nH]c3ccccc32)CC1)c1cc(F)cc(F)c1	i	0.8
Cc1nc2ccc(C(=O)NCCCN3CCCC3=O)cn2c1N(C)C(=O)CCc1ccccc1	i	1.0
c1ccc2ncccc2c1	i	3.6
C=CCC[C@@H](Cc1ccc(F)cc1)C(=O)OC[C@H](Cc1c[nH]c2ccccc12)NC(=O)[C@H](CC=C)CC(=O)N(CCO)Cc1ccccc1	i	2.7
N#CCCN(CCCN1CCOCC1)CN1C(=O)c2ccccc2C1=O	i	0.1

Continued:
SMILES	Myeloid diff 2	Myeloid diff 2 GFP+ MAC1+ %
CCN(CC)C(=O)c1cccc(NC(=O)CCc2nc3sc4c(c3c(=O)[nH]2)CCCC4)c1	i	0.5
COc1ccc(C(O)C2c3c(cc4c(c3OC)OCO4)CCN2C)c(CO)c1OC (stereo not given)	i	2.0
CCOC(=O)C1=C[C@@H](C(C)C)N(S(=O)(=O)c2ccc([N+](=O)[O-])cc2)[C@H]1c1ccccc1	i	1.5
COc1ccc(OC)c(CN2C(=O)CSCC2(C)C(=O)NCc2ccccc2)c1 (stereo not given)	i	4.2
C[C@@H]1CN([C@H](C)CO)C(=O)c2cc(NC(=O)Nc3ccc(C(F)(F)F)cc3)ccc2O[C@H]1CN(C)S(=O)(=O)c1cccs1	i	3.2
Cc1nc2ccc(C(=O)N3CCC(O)(Cc4ccccc4)CC3)cn2c1N(C)C(=O)CCc1ccccc1	i	0.7
CC1(Cc2ccc(F)c(Cl)c2)C(=O)Nc2c(Cl)cccc21 (stereo not given)	i	1.1
CCc1ccccc1OCC(=O)N1CCN(c2ncccn2)CC1	i	0.2
COc1ccc(Nc2nc(C)c(C(C)=O)s2)cc1	i	0.6
COc1cccc2c(=O)c(C(=O)NCCc3ccccc3)c[nH]c12	i	0.4
COCCCn1cc(CN2CC(N3CCN(C4CCN(C)CC4)CC3)CS2(=O)=O)nn1 (stereo not given)	i	1.5
CCC1(CC)CNC(=O)NC1=O	i	0.8
Cc1cccc(CNC(=O)C2CCC(=O)N(CCCc3ccccc3)C2)c1 (stereo not given)	i	0.5
CCOC(=O)[C@]12CCC=C1N(CCC1=CCCCC1)C(=O)[C@H](CC(=O)N1CCN(C(=O)c3ccco3)CC1)C2	i	0.3
CCc1nc2ccc(C(=O)Nc3ccc(OC)c(OC)c3)cn2c1N(CC)CCOC	i	1.5
NC(c1csc(Nc2nccc(C(F)(F)F)n2)n1)C1CCCCC1 (stereo not given)	i	1.2
O=C(COC(=O)c1cccs1)NCCc1ccc(F)cc1	i	0.8
COc1ccc(S(=O)(=O)N2CCCCCC2)cc1C(=O)NCc1ccco1	i	1.0
CCN(Cc1nc2cc(Cl)ccc2c(=O)[nH]1)C(=O)c1cccc(OCc2c(C)noc2C)c1	i	1.9
C[C@@H]1CN([C@H](C)CO)C(=O)CCCn2nncc2CO[C@H]1CN(C)Cc1ccc(O)cc1	i	1.0
Cc1ccc([C@H]2C[C@H](O)[C@@H](n3cc(COC(=O)c4ccccc4)nn3)CN2CC2CCCCC2)cc1	i	0.6
Cc1ccc2nc(CN(C)C(=O)[C@H]3O[C@@H](n4ccc(N)nc4=O)[C@H](O)[C@@H]3O)[nH]c2c1	i	0.0
COc1c(F)cccc1C1=CC(=O)C[C@H](c2ccc(F)cc2)C1	i	0.8
COc1ccc(NC(=O)CCC(=O)c2cc(C)sc2C)cc1	i	0.6
O=C(CSc1nnc2ccc(-c3ccccn3)nn12)N1CCCC1	i	0.3
CCOc1ccccc1/C=C(\C#N)C(=O)NC1CC1	i	0.5
COc1ccc(NC(=O)CCC(=O)N2CCC(c3ccccc3)=N2)cc1S(=O)(=O)N1CCCCC1	i	1.4

Only part of the results is shown; rates above refer to the full screens.
